# Source: PubChem BioAssay (National Center for Advancing Translational Sciences (NCATS))
# HTT aggregate: qHTS Multiplex Assay to Identify Dual Action Probes in a Cell Model of Huntington: Aggregate Formation (GFP). Potency, µM (top dose mostly 46.1 µM), for the others: at the highest dose activity change, negative = inhibition, actives largely listed as inhibitors. 220,000 tested, 1.1% active. PC12 HttQ103-GFP aggregates, Acumen cytometry, 40 h; note: potency is the fitted concentration of half-maximal effect; % is set by controls: 0 for no effect and ±100 for the full control effect; nearly all actives have a fitted effect of over 60% in size
#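 PC12/HTTQ103-GFP, ecdysone-inducible; teb 100 nM; cpd qHTS titration; GFP aggregates read on laser cytometer, Ex 488/Em 500-530 nm.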
# IMPase Li cell: qHTS Assay for Identifying the Cell-Membrane Permeable IMPase Inhibitors: Potentiation with Lithium | 210,000 tested, 0.35% active | Potency, µM (top dose mostly 59.4 µM), inactives show top-dose activity, negative = IMPase inhibition, actives largely listed as inhibitors | CHO-M1 cells, IP1 TR-FRET (IP-One), carbachol + lithium;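 note: IP1 builds up when IMPase is blocked and the TR-FRET signal falls; potency is the fitted concentration of half-maximal effect; plate controls were basal vehicle for no effect and high inhibitor control for full effect; nearly all actives have a fitted effect of over 50% in size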
#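 Lithium-sensitised IP1 accumulation assay; M1-expressing CHO cells treated 30 min at 37C with compound. Competitive antibody detection by time-resolved FRET followed a 10 min room-temperature lysis step.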
# KinaseGlo FLuc: Counterscreen for Luciferase (Kinase-Glo TM) Inhibition. Potency, µM (top dose mostly 38.3 µM), for the others: at the highest dose activity change, negative = inhibition, most hits filed as inhibitors. AID 1379, 2008. 200,000 tested, 0.28% active. Luciferin 4-monooxygenase (Photuris pensylvanica), Q27757. Kinase-Glo luciferase, ATP luminescence, 8 min; note: potency is the fitted concentration of half-maximal effect; % is set by controls: 0 for no effect and ±100 for the full control effect; nearly all actives have a fitted effect of over 60% in size
#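 Light output from Kinase-Glo luciferase with luciferin and 10 uM ATP in 50 mM imidazole pH 7.2, KCl, MgCl2, Tween 20, BSA; compound pin-delivered, 8-min ambient incubation, then luminescence read.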
# Epigenetic derep: Quantitative High-Throughput Screen for Regulators of Epigenetic Control. murine LDR cells, GFP reporter derepression, 30 h. 280,000 tested, 0.2% active. Potency, µM (highest dose often 53.9 µM), without a hit: at the highest dose GFP activation, actives largely listed as activators. AID 1865, 2009; note: potency is the fitted concentration of half-maximal effect; % of control where 0% means no effect; nearly all actives have a fitted effect of over 60% in size
#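 Readout is the number of GFP-expressing murine LDR cells, counted by cytometry following washing. Cells were treated with compound for 30 h at 37 C; the stably integrated CMV-GFP locus is normally silent.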
# CBFb RUNX1 block: qHTS Assay for Compounds Blocking the Interaction Between CBF-beta and RUNX1 for the Treatment of Acute Myeloid Leukemia. Runt-related transcription factor 1 (Homo sapiens) + Core-binding factor subunit beta …. AlphaScreen CBFb-His/RUNX1-biotin binding, biochemical. Potency, µM (titrated, usually from 59.8 µM), for inactives: top-dose activity, negative = inhibition, hits mostly inhibitors. 230,000 tested, under 10 active. AID 1477, 2009; note: % of control where 0% means no effect
# Target sequence (Q01196 whole entry, looked up): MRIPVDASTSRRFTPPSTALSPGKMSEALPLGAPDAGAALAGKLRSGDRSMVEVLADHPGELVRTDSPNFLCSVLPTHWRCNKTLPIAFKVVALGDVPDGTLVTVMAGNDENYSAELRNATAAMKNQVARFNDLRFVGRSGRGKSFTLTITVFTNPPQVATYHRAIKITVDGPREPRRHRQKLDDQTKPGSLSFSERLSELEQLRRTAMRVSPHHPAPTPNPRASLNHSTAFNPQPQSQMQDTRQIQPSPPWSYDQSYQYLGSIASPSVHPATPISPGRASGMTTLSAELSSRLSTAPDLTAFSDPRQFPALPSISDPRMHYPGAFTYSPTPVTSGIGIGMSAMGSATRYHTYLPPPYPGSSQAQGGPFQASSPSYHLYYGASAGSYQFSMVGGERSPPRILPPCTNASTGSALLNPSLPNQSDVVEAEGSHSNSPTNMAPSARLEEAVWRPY
# Target sequence (Q13951 whole entry, looked up): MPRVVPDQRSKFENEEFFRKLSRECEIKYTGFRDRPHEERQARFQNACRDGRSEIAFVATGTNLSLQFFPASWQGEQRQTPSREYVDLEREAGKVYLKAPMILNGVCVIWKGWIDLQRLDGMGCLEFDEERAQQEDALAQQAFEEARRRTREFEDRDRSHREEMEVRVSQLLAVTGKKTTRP
#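 His-tagged CBF-beta and biotinylated RUNX1 (30 nM each) were premixed 20 min at room temperature, exposed to compound for 15 min, then given nickel-chelate and streptavidin AlphaScreen beads (50 ng each). After 90 min, AlphaScreen signal was read.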
# LMNA splice mod: qHTS Assay for Modulators of Lamin A Splicing. HeLa LMNA splicing GFP/RFP minigene ratio, 48 h. Potency, µM (series often up to 46.1 µM), for the others: top-dose ratio change, negative = inhibition, usual class: inhibitors. 200,000 tested, 0.01% active. AID 1487, 2009; active = well fitted inhibition curve with a large enough effect in the signal ratio, with a control signal flat, not every such curve was filed as active; inconclusive = small, poorly fitted or top-dose-only effect, or effect the other way, or a change in a side signal; the % refers to the signal ratio; note: potency is the fitted concentration of half-maximal effect; % is set by controls: 0 for no effect and ±100 for the full control effect
#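 S3 HeLa stable clones carrying a lamin A-EGFP splicing minigene plus DsRed2 were seeded at 600 cells/well in Opti-MEM with 2% FBS, pin-dosed and incubated 48 h at 37°C. Acumen cytometry (488 nm) gave the GFP/RFP total-intensity ratio.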
# NPSR antag: qHTS Assay for Antagonists of the Neuropeptide S Receptor: cAMP Signal Transduction. Q6W5P4. CHO-NPSR cells, cAMP TR-FRET, antagonist mode. Potency, µM (top dose mostly 38.3 µM), for inactives: top-dose activity change, negative = inhibition, actives largely listed as inhibitors. 220,000 tested, 1% active. AID 1461, 2008; note: potency is the fitted concentration of half-maximal effect; % is set by controls: 0 for no effect and ±100 for the full control effect; nearly all actives have a fitted effect of over 50% in size; many of its hits are not listed in these tables
# Target sequence (Q6W5P4 whole entry, looked up): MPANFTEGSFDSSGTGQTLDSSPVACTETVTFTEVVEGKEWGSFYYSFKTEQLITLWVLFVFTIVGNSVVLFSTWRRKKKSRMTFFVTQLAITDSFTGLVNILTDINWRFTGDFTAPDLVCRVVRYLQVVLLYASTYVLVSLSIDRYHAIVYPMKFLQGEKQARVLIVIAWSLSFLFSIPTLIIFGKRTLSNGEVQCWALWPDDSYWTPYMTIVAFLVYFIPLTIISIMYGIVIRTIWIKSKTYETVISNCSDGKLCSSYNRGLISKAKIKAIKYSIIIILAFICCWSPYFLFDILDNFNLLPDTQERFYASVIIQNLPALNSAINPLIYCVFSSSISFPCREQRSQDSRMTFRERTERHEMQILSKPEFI
# * hit, by the source's call; ? = inconclusive; nt = not tested or not shown; [ ] = dose if it differs, or a comment. Unless noted, calls come from the whole dose curve; as a rule, active = well fitted curve in the direction sought with a large enough effect; inconclusive = small, poorly fitted or top-dose-only effect, or another doubt; inactive = no such curve, though single readings can be large; an effect the other way counts as inactive or inconclusive. This is a subset (hit frequency here may not be typical).
SMILES,HTT aggregate,IMPase Li cell,KinaseGlo FLuc,Epigenetic derep,CBFb RUNX1 block,LMNA splice mod,NPSR antag
O=C(CCn1nc(-c2ccc(Cl)cc2)ccc1=O)NCc1ccccn1,4%,-2%[38.3 µM],0%,-0.9%,-8%,12%[0.0737 µM],-13%[46.1 µM]
O=C(N/N=C/c1ccccc1O)C1SCCCS1,?,4%,4%,10%,-12%,?,1%
O=c1c2ccccc2nc(-c2ccoc2)n1CCc1ccccc1,-28%,33%[38.3 µM],-2%,0.0%,3%,?,-6%[46.1 µM]
C=CCn1c(SCC#N)nc2c(c1=O)C(C)(C)Cc1ccccc1-2,10µM*,37%[activator][38.3 µM],-3%,-9.5%,11%,0%,-24%[46.1 µM]
CSc1nc2c(cnn2-c2ccccc2)c(=O)n1N,-3%[9.22 µM],-7%,4%,-2.3%,8%,-22%[46 µM],15%
Nc1nc(SCc2ccc3c(c2)OCCO3)n[nH]1,1%,-11%[38.3 µM],1%,0.0%,0%,-10%,-2%[46.1 µM]
CC(SCCc1ccccn1)C(=O)O (configuration not stated),-4%,-12%[38.3 µM],-5%,-1.3%,8%,10%,0%[46.1 µM]
CCOc1ccc(N2C(=O)CC(Sc3nccc(C)n3)C2=O)cc1 (configuration not stated),5%,5%[38.3 µM],-1%,0.9%,1%,10%,-7%[46.1 µM]
Cc1ccc(C(=O)Nc2nncs2)cc1S(=O)(=O)N1CCOCC1,-7%,17%[38.3 µM],-1%,8.6%,11%,11%,-8%[46.1 µM]
CCn1cc(CN2CCCC(C(=O)c3ccc(-c4ccccc4)c(F)c3)C2)cn1 (configuration not stated),-2%[9.22 µM],nt,nt,0.0%,9%,nt,-43%
COc1ccc(CCNC(=O)CSc2nc(-c3ccco3)cc(C(F)(F)F)n2)cc1OC,-2%,22%[38.3 µM],-2%,11%,0%,4%,-19%[46.1 µM]
COc1ccc(CN(C)Cc2nc3scc(-c4ccccc4)c3c(=O)[nH]2)cc1OC,26%,-4%,0%,-1.3%,-18%,?,-7%
Cn1nccc1NC(=O)Nc1cccc(Cl)c1Cl,30%[9.22 µM],nt,nt,-2.6%,5%,nt,1%
Cc1cc(C)c2c(-c3ccc(-c4ccc(C(F)(F)F)cc4)cc3)cc(=O)oc2c1,nt,6%,4%[39.9 µM],-0.3%,13%,nt,nt
CCOC(=O)CC(C#N)c1c[nH]c2ccccc12 (configuration not stated),-7%,22%[38.3 µM],-1%,-1.1%,5%,2%,-11%[46.1 µM]
CC(Sc1ncnc2ccccc12)C(=O)Nc1ccc2c(c1)OCCO2 (configuration not stated),-10%,9%,0%,0.0%,-2%,?,-15%[46.1 µM]
O=[N+]([O-])c1ccc2nc(-c3ccccc3[N+](=O)[O-])[nH]c2c1,-13%,0%,-4%,2.1%,-3%,nt,-15%
C=CCc1c(C)nc(C)nc1N/N=C/c1ccc([N+](=O)[O-])cc1,-19%,27%[38.3 µM],-3%,-9.4%,-2%,14%,-20%[46.1 µM]
Cc1noc(NS(=O)(=O)c2ccc(NC(=O)Nc3ccc(Cl)c(Cl)c3)cc2)c1C,-1%,21%[38.3 µM],0%,-1.0%,-22%,-9%,-8%[46.1 µM]
Cc1cc(C(=O)OC(C(=O)Nc2cccc(C(F)(F)F)c2)c2ccccc2)c(C)o1 (configuration not stated),7%,1%,4%,0.0%,10%,?,-44%
CN(C)c1cccc(C(=O)OCc2cc(=O)oc3cc(O)ccc23)c1,16%,35%[activator][38.3 µM],-4%,?,?,?,-15%[46.1 µM]
COc1ccc(C(C(=O)NC2CCCC2)N(C(=O)c2snc(-c3ccc(F)cc3)c2N)c2ccccc2)cc1 (configuration not stated),?,-18%[38.3 µM],-1%,0.0%,3%,-4%,2%[46.1 µM]
CCOC(=O)c1c(C)[nH]c(C(=O)COC(=O)CNC(=O)C2CCCCC2)c1C,14%,25%[38.3 µM],2%,0.0%,-1%,-6%,5%[46.1 µM]
COCCCNC(=O)C1C2C=CC3(CN(Cc4ccc(C)cc4)C(=O)C13)O2 (configuration not stated),10%,-14%[38.3 µM],-2%,2.8%,4%,-7%,4%[46.1 µM]

# Some of these compounds in order of the HTT aggregate value, low to high:
molecule | HTT aggregate | CBFb RUNX1 block | NPSR antag
O=[N+]([O-])c1ccc2nc(-c3ccccc3[N+](=O)[O-])[nH]c2c1 | -13% | -3% | -15%
Cc1noc(NS(=O)(=O)c2ccc(NC(=O)Nc3ccc(Cl)c(Cl)c3)cc2)c1C | -1% | -22% | -8%[46.1 µM]
CCOc1ccc(N2C(=O)CC(Sc3nccc(C)n3)C2=O)cc1 (configuration not stated) | 5% | 1% | -7%[46.1 µM]
CCOC(=O)c1c(C)[nH]c(C(=O)COC(=O)CNC(=O)C2CCCCC2)c1C | 14% | -1% | 5%[46.1 µM]
CN(C)c1cccc(C(=O)OCc2cc(=O)oc3cc(O)ccc23)c1 | 16% | ? | -15%[46.1 µM]

# The listing continues.
SMILES,HTT aggregate,IMPase Li cell,KinaseGlo FLuc,Epigenetic derep,CBFb RUNX1 block,LMNA splice mod,NPSR antag
O=C(O)CCC(=O)Nc1ccccc1C(=O)Nc1ccccc1,20%,25%[38.3 µM],1%,0.0%,-8%,2%,21%[46.1 µM]
CCCCOC(=O)C1[C@H]2C(=O)N(c3ccccc3CC)C[C@]23C=C[C@H]1O3 (some centres not stated),-4%,-17%[38.3 µM],0%,-3.4%,13%,-3%,-3%[7.67 µM]
Cc1ccc(CNC(=O)CN2CCC(C(N)=O)CC2)cc1,-11%,4%[38.3 µM],5%,-0.8%,3%,6%,-12%[46.1 µM]
O=S(=O)(c1ccccc1)N1CCN(C(=S)NCCCN2CCOCC2)CC1,17%[9.22 µM],9%,7%,-6.1%,-1%,-9%[46 µM],3%
CCN1C(=O)N(C(C)=O)C2C1N(C(C)=O)C(=O)N2C(C)=O (configuration not stated),nt,4%,-2%,0.0%,2%,13%[46 µM],-1%
COC(=O)c1ccc2c(=O)n3c(nc2c1)SCC(c1ccccc1)=N3,10%,10µM*,-3%,-0.8%,1%,1%,?
Cn1cnc([N+](=O)[O-])c1Sc1ncccc1N,?,15%[38.3 µM],-4%,-0.5%,-5%,-22%,-8%[46.1 µM]
COc1ccc(-c2csc(NC(=S)NC(=O)c3ccccc3)n2)cc1Br,-14%[9.22 µM],nt,nt,2.1%,5%,nt,-2%
Cc1ccc(-c2nc(=S)c3c(n2Cc2ccco2)CCCC3)cc1,14%,?,-1%,-7.9%,1%,-13%,10%[46.1 µM]
CCCC(=O)c1ccc(N2CCN(S(=O)(=O)c3ccc(C)cc3)CC2)c(F)c1,-20%,11%[38.3 µM],0%,1.2%,?,9%,-35%[46.1 µM]
C/C(=N\NC(=O)c1cccc(S(=O)(=O)N2CCCC2)c1)c1cccs1,-1%,4%,0%,3.0%,-4%,-8%[46 µM],7%
O=C(CCC(=O)N1CCN(c2ccc(F)cc2)CC1)c1ccc(F)cc1,25%[9.22 µM],nt,nt,2.2%,25%,26%[46 µM],0%
CC(C)(C)NC(=O)C(=O)NNC(=O)c1cccc(F)c1,0.63µM*,-3%,0%,-7.4%,-11%,11%[46 µM],6%
Cc1cc(Oc2ccc(Cl)cc2)nc(-c2ccccn2)n1,-7%[9.22 µM],nt,nt,2.1%,3%,nt,2%
COc1ccc(/C=N/NC(N)=S)cc1OC(=O)c1ccccc1,28%,21%[38.3 µM],-3%,-1.4%,-7%,-5%,-6%[46.1 µM]
CCOC(=O)c1sc2nc(C)nc(Nc3ccc(OC)c(OC)c3)c2c1C,4%,-14%,0%,7.2%,1%,nt,-9%
CN(Cc1nc(-c2ccncc2)no1)S(=O)(=O)c1ccccc1,?,33%[activator],-5%,0.0%,-4%,-8%,-1%[46.1 µM]
O=C(c1cc(Sc2ccc(Cl)cc2)nc2ccccc12)N1CCN(c2ccccn2)CC1,?,6%,2%,-3.8%,-10%,?,-51%
NC(=O)COC(=O)c1cc(Cl)cc(Cl)c1N,1%,-3%,4%,1.1%,-1%,-12%[46 µM],12%
CCCc1nc(SCC(=O)Nc2ccccc2)c2c(=O)n(C)c(=O)n(C)c2n1,9%,26%[38.3 µM],5%,0.0%,6%,-5%,18%[46.1 µM]
CC(C)(C)C(=O)Nc1ccc(NC(=O)C(C)(C)C)cc1,13%[9.22 µM],nt,nt,0.0%,2%,nt,-18%
CC(=O)COC(=O)c1cc(-c2ccc(C)cc2)nc2ccccc12,7%[9.22 µM],3%,1%,-1.1%,7%,nt,8%
Cc1cc(NCCCn2ccnc2)n2nc(C)c(-c3ccccc3)c2n1,-9%,28%[38.3 µM],-1%,-2.7%,-2%,8%,-22%[46.1 µM]
O=C(CN(c1ccccc1)S(=O)(=O)c1ccccc1)N1CCN(Cc2ccc3c(c2)OCO3)CC1,-8%,32%[activator][38.3 µM],0%,0.0%,-1%,-8%,-13%[46.1 µM]

# Compound profiles, from the list above.
# Record of O=C(CN(c1ccccc1)S(=O)(=O)c1ccccc1)N1CCN(Cc2ccc3c(c2)OCO3)CC1 : HTT aggregate = -8%; IMPase Li cell = 32%[activator][38.3 µM]; KinaseGlo FLuc = 0%; Epigenetic derep = 0.0%; CBFb RUNX1 block = -1%; LMNA splice mod = -8%; NPSR antag = -13%[46.1 µM]
# Record of CC(=O)COC(=O)c1cc(-c2ccc(C)cc2)nc2ccccc12 : HTT aggregate = 7%[9.22 µM]; IMPase Li cell = 3%; KinaseGlo FLuc = 1%; Epigenetic derep = -1.1%; CBFb RUNX1 block = 7%; LMNA splice mod = nt; NPSR antag = 8%

# Continued:
SMILES,HTT aggregate,IMPase Li cell,KinaseGlo FLuc,Epigenetic derep,CBFb RUNX1 block,LMNA splice mod,NPSR antag
Cn1cnnc1SCC(=O)Nc1nc(-c2ccc(F)cc2)cs1,9%,2%,4%,-4.4%,8%,nt,17%
CSc1nc(-c2cccs2)c(C#N)c(=O)[nH]1,10%[9.22 µM],nt,nt,1.1%,-3%,5%[46 µM],?
Cc1c(NC(=O)COC(=O)c2c3c(nc4ccccc24)CCCC3)c(=O)n(-c2ccccc2)n1C,?,10%,-2%,0.0%,-1%,-2%,12%
O=C1N(Nc2ccccc2)C(c2ccc(Br)cc2)C12CCCCC2 (configuration not stated),-9%,8%[38.3 µM],-3%,-1.6%,-5%,6%,2%[46.1 µM]
